# Source: PubChem (several laboratories)
# Vif inh – HIV Vif self-association inhibitors, primary screen, imaging, HEK293T, single point | HEK293T cells, Vif self-association by quenched fluorescence, 24 h | inhibition, % at 7.49 µM | actives 0.35% (n = 340,000) | AID 602346, 2012; in the data active = inhibition above about 50%, passing the limit was not always enough; inconclusive = no clear call, values can overlap the other calls; inactive = below about 31%; also: some results filed as inactive read as strong as hits
# H9c2 protect – cardioprotection against H2O2-induced cell death, primary screen, uHTS, H9c2 cells, ATPLite luminescence; H9c2 cardiomyocytes, H2O2 injury protection, 2 h; protection from H2O2 cell death, % at 20 µM; actives 0.63% (n = 360,000); AID 588492, 2011;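 active = compounds giving at least 50% protection of heart cells from peroxide-induced death in the single-dose screen, raw or plate-pattern-corrected value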;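 also: 0% = DMSO wells with peroxide and 100% = DMSO wells without peroxide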
# N-glyco inh – increase of ERlucT glycosylation luciferase signal, primary screen, N-linked glycosylation inhibitor project, D54 ERlucT cells, luminescence, set 2; D54 ERlucT glycosylation luciferase reporter, 24 h; percent of 100 nM tunicamycin response; reporter increase, % at 12.5 µM; actives 0.23% (n = 360,000); AID 588692, 2011;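 active = mean luciferase reporter signal, scaled so untreated is 0 and the glycosylation-blocking control 100, at or above a set limit in every replicate; inconclusive = mean reaches the limit but not every replicate does; inactive = mean below the limit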;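 also: luciferase carries N-glycosylation sites so blocking glycosylation raises the light; 0% = median of neutral control wells and 100% = median of 100 nM tunicamycin wells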
# iPSC survival up – enhancers of single-cell hiPSC survival, primary screen, ATPlite luminescence; 100% = ROCK inhibitor wells, 0% = DMSO; survival enhancement, % at 20 µM; actives 0.044% (n = 360,000); AID 602274, 2012; in the data active = survival enhancement above about 18%;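 also: cells exposed to compounds for 16 hours before the ATP read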
# HTR2A ag – mouse Htr2a agonists via beta-arrestin recruitment, primary screen, cell-based, luminescence; AID 624169, 2012; actives 0.66% (n = 360,000); 5-hydroxytryptamine receptor 2A (Mus musculus), P35363; activation, % at 7.6 µM; CHO-K1 mHTR2A beta-arrestin complementation; percent of 30 µM serotonin response;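 active = activation above a run cutoff, the mean activation of all tested compounds plus 3 SD, cut at about 14% in these data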;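 also: 0% = plate median of compound wells and 100% = 30 µM serotonin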
# Target sequence (P35363 whole entry, looked up): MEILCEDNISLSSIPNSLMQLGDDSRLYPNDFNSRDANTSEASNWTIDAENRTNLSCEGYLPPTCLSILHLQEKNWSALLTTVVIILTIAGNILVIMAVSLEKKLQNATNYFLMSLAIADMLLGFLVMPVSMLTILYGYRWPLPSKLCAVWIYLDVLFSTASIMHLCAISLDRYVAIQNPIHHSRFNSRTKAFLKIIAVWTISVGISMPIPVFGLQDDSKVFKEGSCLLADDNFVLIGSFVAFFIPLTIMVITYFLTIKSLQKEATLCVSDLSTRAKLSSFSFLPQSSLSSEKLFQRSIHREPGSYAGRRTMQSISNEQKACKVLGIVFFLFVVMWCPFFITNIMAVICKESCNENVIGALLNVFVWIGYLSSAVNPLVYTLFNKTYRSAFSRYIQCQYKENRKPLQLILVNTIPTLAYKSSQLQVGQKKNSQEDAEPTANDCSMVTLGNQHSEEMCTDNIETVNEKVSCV
# ABCB6 inh 2 – ABCB6 transporter inhibitors, primary screen, K562-ABCB6 cells, flow cytometry, MLPCN library; K562-ABCB6 porphyrin accumulation, 1 h; hits give low values; AID 602162, 2011; ATP-binding cassette sub-family B member 6 (Homo sapiens), Q9NP58; actives 0.19% (n = 360,000); fluorescence ratio to DMSO, % at 10 µM;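 active = fluorescence ratio to DMSO below 75%, the collection mean minus 3 SD; inconclusive = too few cells collected in the well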;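 also: signal is porphyrin accumulated inside mitochondria; 100% equals median channel fluorescence of DMSO control wells; lower ratio means ABCB6 inhibition with less porphyrin fluorescence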
# aDG glyco up – activators of alpha-DG glycosylation, primary screen, uHTS, Pro5-aDG cells, AlphaScreen | alpha-DG glycosylation AlphaScreen (IIH6); 0% Pro5, 100% B10-LARGE cell signal | AID 624168, 2012 | activation, % at 10 µM | actives 0.22% (n = 360,000);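 active = activation of at least 8% versus controls, or a plate z-score of at least 8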;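 also: Pro5 are CHO cells carrying HIG-tagged alpha-DG that lacks glycosylation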
# CaV13 ICDI inh – Disruptors of the CACNA1D IQ motif to Ca2+-dependent inactivation inhibitor domain association, primary screening, Förster resonance energy transfer in intact living …; HEK cells, CFP/YFP FRET ICDI-IQ, plate reader, 10 min; percent FRET-ratio fall versus neutral wells; actives 0.098% (n = 340,000); AID 743397; inhibition, % at 12.3 µM;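 active = mean replicate inhibition of at least 30% and at least 1% of replicates passing that level; inconclusive = only one of the two criteria is met; inactive = neither criterion is met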;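 also: 0% = median of the neutral control wells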
# PDI inh – inhibitors of human PDI, primary screen, biochemical, turbidity, single point, plate reader | PDI insulin aggregation turbidity, A650, 90 min | inhibition, % at 10 µM | actives 0.052% (n = 350,000) | Protein disulfide-isomerase (Homo sapiens), P07237;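 active = mean inhibition across replicates of 30% or more, whatever share of single replicates reach that level; inconclusive = mean inhibition below 30% while every single replicate reaches 30%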;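 also: absorbance from insulin aggregation driven by PDI reduction with DTT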
# Target sequence (P07237 whole entry, looked up): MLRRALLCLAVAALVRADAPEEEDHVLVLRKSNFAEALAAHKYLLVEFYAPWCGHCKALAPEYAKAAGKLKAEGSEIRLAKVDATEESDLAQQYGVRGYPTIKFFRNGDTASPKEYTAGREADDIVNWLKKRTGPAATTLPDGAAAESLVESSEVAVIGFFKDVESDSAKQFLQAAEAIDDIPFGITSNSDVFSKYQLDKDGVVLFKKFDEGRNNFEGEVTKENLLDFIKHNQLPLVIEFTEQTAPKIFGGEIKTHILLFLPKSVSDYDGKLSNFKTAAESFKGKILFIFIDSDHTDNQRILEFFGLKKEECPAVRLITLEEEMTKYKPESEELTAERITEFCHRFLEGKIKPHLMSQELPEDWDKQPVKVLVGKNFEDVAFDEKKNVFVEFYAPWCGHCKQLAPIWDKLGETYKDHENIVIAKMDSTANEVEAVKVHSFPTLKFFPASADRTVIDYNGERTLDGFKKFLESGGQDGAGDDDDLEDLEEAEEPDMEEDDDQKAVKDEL
# Granule exo inh – LAMP-1 surface exposure blockers, TALL-104 cells – cell-based, flow cytometry, MLPCN library, primary screen | inhibition, % at 10 µM | TALL-104 LAMP-1 surface exposure; cells stimulated with thapsigargin and PMA | actives 0.66% (n = 360,000) | AID 651702, 2012;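 active = inhibition above about 55%, limit read from the data; inconclusive = no clear call, values can overlap the other calls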
# An asterisk follows results filed as active; u = inconclusive; x = not tested or not shown.
SMILES,Vif inh,H9c2 protect,N-glyco inh,iPSC survival up,HTR2A ag,ABCB6 inh 2,aDG glyco up,CaV13 ICDI inh,PDI inh,Granule exo inh
Cc1nn2c(NCCN(C)C)c3c(nc2c1-c1ccccc1)CCC3,0,5,3,0.4,-6,105,0.4,-1,3,33
O=C(OCC(=O)N1CCCC1=O)c1cccc(S(=O)(=O)N2CCOCC2)c1,9,-1,2,-0.4,-2,101,0.4,x,-4,0
Cc1ccc(/C=N/NC(=O)c2sccc2OCc2ccc(F)cc2)cc1,3,-15,u,2.9,-9,93,-0.3,x,12,-2
Cc1ccc2nc(-c3ccc(N4C(=N)SC5CS(=O)(=O)CC54)cc3)sc2c1 (stereo not given),3,2,-4,0.9,2,121,0.1,-5,-4,4
Cc1ccc(CSc2nc3ccncc3n2CC(=O)Nc2cc(C)cc(C)c2)cc1,-6,-18,5,-3.1,-3,95,-0.1,-6,x,2
CCOc1ccc(NC(=O)CN2C(=O)CCSc3ccc(S(=O)(=O)N4CCCC4)cc32)cc1,-4,3,-2,-0.1,9,102,0.1,-7,3,-10
COc1ccccc1CN(C)CC(=O)Nc1ccccc1-c1ccccc1,3,-3,-5,0.2,-4,79,0.0,-2,-6,36
O=C(NC1(C(F)(F)F)NC(=O)N(Cc2ccccc2)C1=O)c1cccnc1 (stereo not given),-1,9,-1,-2.6,4,103,-0.1,-5,-2,-3
O=C(CSc1nnc(-c2n[nH]c3ccccc23)n1-c1ccccc1)Nc1cccc(Cl)c1,x,2,-3,1.4,-5,98,0.2,-1,-5,1
CC1CCCCN1S(=O)(=O)c1ccc(S(=O)(=O)NCCc2ccncc2)cc1 (stereo not given),0,-4,-1,-2.1,7,99,0.1,-9,-2,0
COc1cccc(NC(=S)N2CCn3cccc3C2c2cccnc2)c1 (stereo not given),8,-3,1,-0.4,1,99,0.2,-7,0,2
Cc1cccc2c1NC(=O)C2=Nc1ccc(Cl)cc1,-5,10,3,-0.5,-3,98,0.1,-6,-3,-9
COc1ccc(S(=O)(=O)NN=C2CCCCC2)cc1,2,-2,3,0.1,-4,104,0.2,-9,5,-1
O=C(COc1ccccc1)NC(=S)Nc1cccc(NC(=O)c2ccccc2Cl)c1,2,-2,3,0.5,1,94,-0.2,-4,-1,-2
COc1ccccc1NC(=S)NC(NC(=O)CC(C)C)C(Cl)(Cl)Cl (stereo not given),-6,-2,0,-0.4,2,100,0.3,-4,2,-5
CCOC(=O)c1c(SCCN2CCCC2)n(-c2ccccc2)c(=S)n(-c2ccccc2)c1=O,-3,-18,-3,2.2,-1,99,-0.5,-2,-10,73*
COc1cc(NC(=O)c2ccccc2Cl)ccc1NC(=O)c1ccco1,-25,-10,-2,-0.1,-4,99,0.1,-3,-4,3
CC1=C(C#N)C(Nc2cccc(C)n2)(C(F)(F)F)C(=O)N1 (stereo not given),x,10,-1,-0.1,1,91,-0.4,x,12,-1
Cn1c(=O)c2c(-c3ccccc3)n(-c3cc(Cl)c([N+](=O)[O-])cc3O)cc2n(C)c1=O,2,-2,1,0.0,-2,96,-0.2,-7,x,3
O=C(N/N=C\c1ccc(OCC(=O)N2CCCC2)cc1)C(=O)Nc1ccccc1F,10,6,-1,0.7,3,100,-0.2,-5,-4,-1

# Retrieved by structure from the entries so far (three):
SMILES,Vif inh,H9c2 protect,N-glyco inh,iPSC survival up,HTR2A ag,ABCB6 inh 2,aDG glyco up,CaV13 ICDI inh,PDI inh,Granule exo inh
Cc1ccc(/C=N/NC(=O)c2sccc2OCc2ccc(F)cc2)cc1,3,-15,u,2.9,-9,93,-0.3,x,12,-2
Cc1ccc(CSc2nc3ccncc3n2CC(=O)Nc2cc(C)cc(C)c2)cc1,-6,-18,5,-3.1,-3,95,-0.1,-6,x,2
O=C(N/N=C\c1ccc(OCC(=O)N2CCCC2)cc1)C(=O)Nc1ccccc1F,10,6,-1,0.7,3,100,-0.2,-5,-4,-1

# (next part)
SMILES,Vif inh,H9c2 protect,N-glyco inh,iPSC survival up,HTR2A ag,ABCB6 inh 2,aDG glyco up,CaV13 ICDI inh,PDI inh,Granule exo inh
O=C(NC1CCCCC1)C(c1ccc(F)cc1)N(C(=O)Cc1ccsc1)c1ccc(F)cc1 (stereo not given),12,5,6,-0.2,-2,101,0.3,x,0,0
COc1ccc(NC(=O)c2nc(SC)ncc2Cl)cc1,-6,0,-1,-0.1,2,96,0.1,-2,-10,0
COc1ccc2[nH]cc(CCNS(=O)(=O)c3ccc(C)cc3)c2c1,15,0,1,0.2,-3,97,-0.1,-4,6,-3
COc1cc(OC)cc(C(=O)NCCCNC(=O)c2ccccn2)c1,x,2,0,-0.3,6,98,0.1,-5,2,-2
CCOC(=O)c1nn(-c2ccc(Cl)cc2)c2nnc(Cc3ccccc3)c(=O)n12,2,5,6,0.2,-1,96,-0.3,-1,0,0
O=C1c2ccccc2C(=O)N1CCC#Cc1ccc2cc(CCCO)oc(=O)c2c1,2,0,0,-1.6,8,93,-0.2,-13,-8,0
Cc1ccc2nc(NCc3ccco3)c(C=NCc3ccco3)c(=O)n2c1,16,0,2,-1.0,1,95,-0.1,-5,7,1
O=C(NNC(=O)c1cccc(-n2cccc2)c1)c1ccc(F)cc1,-3,-2,1,2.6,5,99,0.1,-6,-1,0
COc1cccc(/C=N/NC(=O)c2ccc(COc3ccc(Cl)cc3Cl)o2)c1,-7,-21,0,1.9,-3,87,0.2,x,21,-1
COc1ccc(NC(=O)CSc2nc(-c3ccco3)nc3cc(=O)[nH]n23)cc1Cl,u,3,0,0.6,1,93,-0.3,-5,-15,-3
COc1c(Cl)cc(C(=O)Nc2ccccc2C(=O)O)cc1Cl,x,-4,1,-3.5,4,99,0.0,-11,-1,3
CCC(CC)c1nnc(NC(=O)c2ccc3ccccc3n2)s1,x,5,-3,-3.0,3,87,0.8,x,-12,4
O=C(Nc1cccnc1)c1sc(Nc2ccccc2)nc1-c1ccccc1,-1,65*,1,-1.4,-5,80,0.2,-1,-2,-3
COc1ccc(C(=O)OCC(=O)Nc2cccc(S(=O)(=O)NC3=NCCCCC3)c2)cc1[N+](=O)[O-],2,-3,0,0.4,2,103,-0.1,-1,-5,1
Cc1cc(C)c(NC(=O)CNC(=O)CN2C(=O)NC3(CCCc4ccccc43)C2=O)c(C)c1 (stereo not given),1,2,1,0.6,-5,93,0.0,-6,17,13
COc1ccc([C@@H]2[C@@H]3C(=O)N(C(C)(C)C)C(=O)[C@@H]3[C@]3(Cc4ccc(Cl)cc4)C(=O)N(c4ccc(OC)cc4)C(=O)N23)cc1,x,0,1,-2.1,-1,99,-0.2,-11,-3,0
COc1ccc(Cl)cc1NC(=O)NCc1ccco1,6,0,3,-0.8,-1,99,-0.2,-1,-6,1
CCOC(=O)C1=C(COC(=O)C2CC(=O)N(c3ccccc3F)C2)NC(=O)NC1C (stereo not given),5,2,1,0.3,2,103,-0.2,-2,1,-4
COC(=O)c1ccc2c(=O)n(CC3CCCO3)c(SCC(=O)Nc3ccccc3Cl)nc2c1 (stereo not given),0,4,-1,-0.7,2,96,-0.1,-4,8,-3
COc1c(Br)cc(Br)cc1/C=C1/C(=O)N=C(N)N1C,96*,8,0,-0.8,0,104,-0.1,-6,-4,0
Nc1ccccc1S(=O)(=O)NCCCCc1ccccc1,-11,-9,-3,-0.2,-2,101,0.1,-8,10,2
Cc1cc(S(=O)(=O)Nc2ccc(C(=O)N3CC(C)OC(C)C3)cc2)ccc1F (stereo not given),-2,5,-1,-0.5,4,100,0.4,-5,-3,10
CSc1cccc(CN2CCC(CCC(=O)NC3CC3)CC2)c1,2,10,2,0.1,-7,100,0.4,13,8,4
CC(=O)N1CCN(Cc2nc3cc(NC(=O)c4cccs4)ccc3n2C)CC1,1,1,2,-0.1,6,97,-0.2,-4,-1,7
COc1cccc(CNC(=O)CNC(=O)N2CC(=O)Nc3ccccc32)c1,2,5,7,0.1,3,100,-0.2,-14,0,-2
CC1(C)Cc2c(cnn2-c2ccccc2)C(NC(=O)CCc2ccncc2)C1 (stereo not given),1,0,1,-0.2,-3,93,0.4,-6,0,-1
Cc1ccc(S(=O)(=O)N2CCN(c3nccnc3C#N)CC2)cc1,-8,-8,-1,0.2,6,95,0.1,-4,-6,-7
O=c1oc2ccccc2c(O)c1C=NCc1ccccn1,-8,4,1,-0.7,0,93,-0.1,x,-2,-2
Cc1cc(SCc2ccccc2Cl)nc(=O)[nH]1,-5,1,0,0.9,-1,100,0.0,-9,-3,-10
CC(C)Oc1ccc2c3c(c(=O)oc2c1)CCC3,-8,-2,-1,2.6,1,101,3.6,-3,-4,-2
CCOc1ccc(OCc2ccc(C(=O)Nc3cccnc3)o2)cc1,x,-3,0,-2.6,3,89,0.3,x,-10,-3
COc1ccc([C@@H]2CC(=O)c3c(O)cc(O)cc3O2)cc1O,-7,12,1,-0.9,-8,84,-0.2,-5,16,1
CC1CCC(NC(=O)c2nn(C)c(=O)c3ccccc23)CC1 (stereo not given),6,5,7,1.8,9,100,-0.1,-6,4,0
COc1cccc(-c2csc(NC(=O)C3CC3)n2)c1,-4,-2,3,0.7,0,100,0.1,-7,1,2
CCN(CC)S(=O)(=O)c1ccc2oc(C(=O)NCc3ccc(C)cc3)c(C)c2c1,-1,-2,-4,0.0,-3,96,0.4,-7,5,-9

# Structural class: the compounds so far containing an aryl thioether with sulfur outside any ring (8)
SMILES,Vif inh,H9c2 protect,N-glyco inh,iPSC survival up,HTR2A ag,ABCB6 inh 2,aDG glyco up,CaV13 ICDI inh,PDI inh,Granule exo inh
Cc1ccc(CSc2nc3ccncc3n2CC(=O)Nc2cc(C)cc(C)c2)cc1,-6,-18,5,-3.1,-3,95,-0.1,-6,x,2
O=C(CSc1nnc(-c2n[nH]c3ccccc23)n1-c1ccccc1)Nc1cccc(Cl)c1,x,2,-3,1.4,-5,98,0.2,-1,-5,1
CCOC(=O)c1c(SCCN2CCCC2)n(-c2ccccc2)c(=S)n(-c2ccccc2)c1=O,-3,-18,-3,2.2,-1,99,-0.5,-2,-10,73*
COc1ccc(NC(=O)c2nc(SC)ncc2Cl)cc1,-6,0,-1,-0.1,2,96,0.1,-2,-10,0
COc1ccc(NC(=O)CSc2nc(-c3ccco3)nc3cc(=O)[nH]n23)cc1Cl,u,3,0,0.6,1,93,-0.3,-5,-15,-3
COC(=O)c1ccc2c(=O)n(CC3CCCO3)c(SCC(=O)Nc3ccccc3Cl)nc2c1 (stereo not given),0,4,-1,-0.7,2,96,-0.1,-4,8,-3
CSc1cccc(CN2CCC(CCC(=O)NC3CC3)CC2)c1,2,10,2,0.1,-7,100,0.4,13,8,4
Cc1cc(SCc2ccccc2Cl)nc(=O)[nH]1,-5,1,0,0.9,-1,100,0.0,-9,-3,-10
